# Gli-Sufu antag – Gli-Sufu pathway antagonists, primary screen, luciferase luminescence, Sufu-KO-LIGHT cells, uHTS; 340,000 compounds, 0.74% hits; Sufu-KO-LIGHT fibroblasts, Gli luciferase reporter luminescence; inhibition, % at 5 µM;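 active means inhibition above about 55%, limit read from the data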;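 further: 0% = DMSO-treated cells and 100% = wells with medium but no cells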
# Jurkat NFkB inh – inhibitors of induced NF-kB luciferase reporter, primary screen, TCR NF-kB activation inhibitor project, cell-based, luminescence, uHTS | Jurkat, PMA/ionomycin-induced NF-kB luciferase reporter | inhibition, % at 4 µM | 330,000 compounds, 0.53% hits | AID 435003, 2010; in the data active means inhibition above about 50%
# CCR6 antag – CCR6 receptor antagonists, primary screen, cell-based, CHO-K1, luminescence, beta-arrestin, uHTS | C-C chemokine receptor type 6 (Homo sapiens), P51684 | CHO-K1 CCR6 PathHunter beta-arrestin, CCL20-stimulated | inhibition, % at 20 µM | 340,000 compounds, 0.49% hits;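 active means compounds whose inhibition of the agonist-driven luminescence signal at 20 µM reaches about 50%, limit read from the data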;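 further: cells stimulated with CCL20 at 14 nM final; plate controls were DMSO with CCL20 for no effect and DMSO without agonist for full effect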
# CXCR6 inh – CXCR6 receptor inhibitors, primary screen, cell-based, beta-arrestin, luminescence, CHO-K1 PathHunter, 1536-well; C-X-C chemokine receptor type 6 (Homo sapiens), O00574; inhibition, % at 20 µM; 360,000 compounds, 0.36% hits; AID 602244, 2012; in the data active means inhibition above about 34%, passing the limit was not always enough;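 further: antagonist mode with CXCL16 agonist at 10 nM final; 0% = 10 nM CXCL16 with DMSO and 100% = unstimulated wells without agonist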
# Target sequence (O00574 whole entry, looked up): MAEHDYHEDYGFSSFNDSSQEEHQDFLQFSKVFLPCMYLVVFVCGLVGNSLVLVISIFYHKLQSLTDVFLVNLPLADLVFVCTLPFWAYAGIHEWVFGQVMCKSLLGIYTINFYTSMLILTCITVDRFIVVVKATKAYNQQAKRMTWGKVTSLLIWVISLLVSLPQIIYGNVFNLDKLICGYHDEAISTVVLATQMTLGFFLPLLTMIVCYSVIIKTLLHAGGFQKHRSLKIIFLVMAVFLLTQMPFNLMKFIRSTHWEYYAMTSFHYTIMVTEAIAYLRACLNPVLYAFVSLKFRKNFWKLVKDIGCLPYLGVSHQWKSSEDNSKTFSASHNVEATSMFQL
# EBI2 antag – EBI2 receptor antagonists, beta-arrestin recruitment, primary screen, cell-based, luminescence, 7a,25-OHC stimulation, uHTS; G-protein coupled receptor 183 (Homo sapiens), P32249; 7a,25-OHC stimulated; inhibition, % at 5 µM; 360,000 compounds, 0.81% hits; AID 651636, 2012; in the data active means inhibition above about 38%;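 further: enzyme fragment complementation signal reports receptor beta-arrestin coupling in cells; 0% = agonist plus DMSO wells and 100% = wells without agonist; some results beyond the cut were filed as inactive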
# Target sequence (P32249 whole entry, looked up, the tested form may be a part): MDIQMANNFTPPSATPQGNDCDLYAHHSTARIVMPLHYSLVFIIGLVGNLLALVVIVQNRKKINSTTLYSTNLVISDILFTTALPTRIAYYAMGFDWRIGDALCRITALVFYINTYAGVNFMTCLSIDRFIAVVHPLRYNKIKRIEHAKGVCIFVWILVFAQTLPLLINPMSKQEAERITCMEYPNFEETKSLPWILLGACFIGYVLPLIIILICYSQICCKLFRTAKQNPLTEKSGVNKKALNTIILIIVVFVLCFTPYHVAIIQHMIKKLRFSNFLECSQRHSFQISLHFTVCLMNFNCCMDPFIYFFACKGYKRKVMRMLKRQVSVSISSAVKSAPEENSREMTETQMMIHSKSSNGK
# APJ antag – antagonists of human apelin receptor APJ, primary screen, CHO-K1 cells, beta-arrestin complementation, luminescence | P35414 | inhibition, % at 20 µM | 330,000 compounds, 0.32% hits;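 active means inhibition above about 40% at 20 µM, limit read from the data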;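 further: cells challenged with 10 nM apelin-13 agonist together with compound; plate controls were apelin-13 plus DMSO wells for no effect and DMSO wells lacking apelin-13 for full effect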
# Target sequence (P35414 whole entry, looked up): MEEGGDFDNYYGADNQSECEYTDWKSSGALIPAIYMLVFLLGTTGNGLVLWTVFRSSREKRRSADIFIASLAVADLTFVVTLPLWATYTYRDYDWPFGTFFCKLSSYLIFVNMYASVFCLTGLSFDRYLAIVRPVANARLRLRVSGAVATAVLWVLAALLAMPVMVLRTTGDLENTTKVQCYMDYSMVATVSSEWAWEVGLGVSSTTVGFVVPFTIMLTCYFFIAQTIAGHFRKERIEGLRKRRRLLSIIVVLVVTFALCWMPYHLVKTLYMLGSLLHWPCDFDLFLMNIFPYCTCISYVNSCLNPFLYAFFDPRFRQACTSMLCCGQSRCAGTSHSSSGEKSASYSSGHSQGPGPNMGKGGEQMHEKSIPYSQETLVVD
# 697 NFkB inh – inhibitors of PMA/ionomycin-induced NF-kB reporter, 697 cells, primary screen, B-cell NF-kB inhibitor project, cell-based, luminescence, uHTS; AID 435022, 2010; 697 B-cell NF-kB luciferase reporter, 16 h; inhibition, % at 4 µM; 330,000 compounds, 0.33% hits; in the data active means inhibition above about 35%
# UBC13 polyUb – UBC13 polyubiquitin chain formation inhibitors, primary screen, biochemical, TR-FRET, uHTS; AID 485273, 2010; inhibition, % at 20 µM; Ubiquitin-conjugating enzyme E2 N (Homo sapiens), P61088; 330,000 compounds, 0.47% hits; in the data active means inhibition above about 45%, passing the limit was not always enough
# * marks the source's active call; other numbers are inactive results; x = not tested or not shown.
SMILES,Gli-Sufu antag,Jurkat NFkB inh,CCR6 antag,CXCR6 inh,EBI2 antag,APJ antag,697 NFkB inh,UBC13 polyUb
O=C(Cc1ccccc1)NNC(=S)NC(=O)c1cccnc1,-6,-9,6,11,-5,11,-4,-8
COCCn1c(SC2CCOC2=O)nc2ccccc2c1=O (stereo unspecified),4,8,4,1,1,2,-3,-1
COC(=O)C(C(=O)OC)=C(/C=C/C=C/N(C)C)N(C)C,6,0,-12,5,3,10,9,2
CCOc1ccc(S(=O)(=O)NCCC(=O)N2CCC(Cc3ccccc3)CC2)cc1,13,18,8,-3,8,-6,-19,14
Cc1ccc(-n2nc3ccc(N)cc3n2)c(C)c1,-3,-29,16,-3,-4,22,-31,-1
Fc1ccc(NC(=S)N2CCN(C/C=C/c3ccccc3)CC2)c(F)c1,11,8,10,-3,-6,2,9,-12
O=C(CCCn1c(=O)[nH]c2ccsc2c1=O)NCc1cccs1,2,2,-1,6,-10,-19,-8,2
CC[C@@H](C)[C@H](NC(=O)C1CCN(C(=O)[C@@H](NS(=O)(=O)c2ccc(C)cc2)C(C)C)CC1)C(=O)O,-2,19,0,4,-3,-26,21,8
C/C(=N/NS(=O)(=O)c1ccccc1)c1ccc(NC(=O)C2CC2)cc1,17,-10,-3,0,0,18,-28,-11
O=C(Oc1ccc2c(c1)OCO2)c1cc2c(s1)CCC2,-2,37,32,-2,-1,11,-19,3
CCn1c(O)c(N=NC(=O)CNC(=O)Cc2ccccc2)c2ccccc21,-50,10,4,9,4,-7,5,-17
CC(C)=CC(=O)N1CCCc2ccccc21,23,-5,-1,1,-3,5,-17,-1
CN(C(=O)COC(=O)c1ccc([N+](=O)[O-])cc1Cl)C1CCCCC1,1,-14,0,-25,-1,-53,3,-3
Cc1[nH]n(-c2ccccc2)c(=O)c1C(=O)c1ccccc1,6,-10,8,6,-3,16,-24,-51
O=S(=O)(c1ccccc1)N1CCC(O)(CSc2ccc(F)cc2)CC1,17,11,-8,-9,-7,-6,-17,0
O=C1CC(c2ccc(F)cc2)C2=C(CCCC2=O)N1 (stereo unspecified),0,-1,0,-8,0,9,1,-1
CC(Oc1ccccc1)C(=O)N1CCN(c2ccc(N3CCCCC3)nn2)CC1 (stereo unspecified),5,2,4,-4,1,-2,7,14
CCCCCCCCCCSc1n[nH]c(N)n1,17,0,0,0,-11,2,-12,8
COc1ccc(C(C)=O)cc1COC(=O)c1ccc(N)c([N+](=O)[O-])c1,-4,-10,21,6,6,13,23,0
O=C(CSc1nnc(-c2ccccc2O)n1-c1ccccc1)Nc1cccc(C(=O)O)c1,-4,0,3,-4,-2,10,15,3

# Among those listed so far, four contain an aryl thioether with sulfur outside any ring:
SMILES,Gli-Sufu antag,Jurkat NFkB inh,CCR6 antag,CXCR6 inh,EBI2 antag,APJ antag,697 NFkB inh,UBC13 polyUb
COCCn1c(SC2CCOC2=O)nc2ccccc2c1=O (stereo unspecified),4,8,4,1,1,2,-3,-1
O=S(=O)(c1ccccc1)N1CCC(O)(CSc2ccc(F)cc2)CC1,17,11,-8,-9,-7,-6,-17,0
CCCCCCCCCCSc1n[nH]c(N)n1,17,0,0,0,-11,2,-12,8
O=C(CSc1nnc(-c2ccccc2O)n1-c1ccccc1)Nc1cccc(C(=O)O)c1,-4,0,3,-4,-2,10,15,3

# (further entries)
SMILES,Gli-Sufu antag,Jurkat NFkB inh,CCR6 antag,CXCR6 inh,EBI2 antag,APJ antag,697 NFkB inh,UBC13 polyUb
COc1ccccc1OCC(=O)Nn1c(=S)[nH]c2ncccc2c1=O,3,10,8,2,-8,-3,8,7
CC(C)Oc1cccc(C(=O)N2CCCC2)c1,9,-35,3,9,-2,2,-25,-4
CC1=CC(C)(C)NC(=S)N1c1ccc(C)cc1C,-17,3,4,1,-7,-8,7,8
Cc1c(C(=O)OCC(=O)Nc2ccc(S(N)(=O)=O)cc2)oc2c1ccc1ccccc12,7,10,16,7,4,-15,7,6
CC(=O)c1cc2c(cc1N/C(=N/S(=O)(=O)c1ccc(C)cc1)c1ccc(Cl)cc1)OCO2,15,-8,1,13,8,4,-5,9
O=C(Nc1ccc2c(c1)OCCO2)C1CCCN1C(=O)Nc1ccccc1 (stereo unspecified),-14,4,3,-8,3,3,0,6
O=C(CSCC(=O)Nc1ccccc1)N/N=C/c1c(O)ccc2ccccc12,7,63*,-8,0,0,-5,17,-9
O=C(Nc1ccccc1N1CCOCC1)c1cccnc1Cl,12,-21,2,2,-8,-29,2,-16
O=C(c1ccc([N+](=O)[O-])cc1)N1CCSC1c1ccc(Cl)cc1 (stereo unspecified),4,1,-7,-4,4,2,-1,2
Cc1cc(C)nc(NS(=O)(=O)c2ccc(NC(=O)c3nn(-c4ccccc4)ccc3=O)cc2)n1,41,-5,-5,0,-10,0,20,-3
COc1cccc(OC)c1-c1nn2c(-c3ccco3)nnc2s1,-16,-28,8,8,-6,-6,-82,-8
CCOc1ccc(N(CC(=O)NC2CCCCCC2)S(=O)(=O)c2c(C)[nH]c(=O)[nH]c2=O)cc1,-25,8,5,-3,-10,9,3,-6
CSC1=N/C(=C\c2ccccc2)C(=O)N1C,5,14,1,-4,-2,3,9,2
CSc1nc(Cl)c(Cc2ccc(OC(C)C)cc2)c(N2CCOCC2)n1,0,-4,-2,2,17,10,7,0
C=CCn1c(SCc2cccc3ccccc23)nnc1-c1cccnc1,7,2,10,10,6,6,-12,-13
Cc1ccc(CN2C(=O)N/C(=C\c3cccn3-c3cccc(C(=O)O)c3)C2=O)cc1,8,-23,25,-5,8,16,7,-6
O=C(c1ccccc1Nc1ccc(SC(F)F)cc1)N1CCCCCC1,6,3,14,8,2,9,3,8
O=[N+]([O-])c1ccc2nc(/C=C/c3ccc(Cl)cc3)[nH]c2c1,-24,-27,15,16,31,-12,-84,-15
FC(F)(F)c1ccccc1CNCc1ccncc1,0,-8,-10,-9,-14,12,-8,-2
Cn1c(SCCOc2ccccc2Cl)nnc1-c1cccs1,-13,-20,7,0,0,1,-32,3
COC(=O)c1cc(CNC(=O)c2ccccc2OCc2c(C)noc2C)ccc1OC,20,-9,8,-2,5,8,-11,-6
Cc1cccn2c(CN3CCSCC3)c(C(=O)N3CCOCC3)nc12,21,-13,-4,1,1,6,4,-10
CCOC(=O)C1(Cc2ccccc2)C(=O)N(CCCN(C)C)c2ccccc21 (stereo unspecified),11,-13,9,5,4,0,0,3
O=C(N/C(=C/c1ccc(F)cc1)C(=O)N1CCCCC1)c1ccco1,-9,8,0,-9,2,7,15,1
COc1ccc(Nc2nc3ccccc3n2C)cc1,-46,-83,-3,-3,0,0,-72,-2
O=[N+]([O-])c1cccc(C(=S)N2CCCC2)c1,4,13,-9,-7,-7,15,12,2
COc1ccc(F)cc1S(=O)(=O)N1CCCC(C)C1 (stereo unspecified),-16,0,11,-3,0,10,3,3
Cc1ccc(-c2nc(CN(C)Cc3cccc4cnccc34)c(C)o2)s1,24,-1,7,1,-4,-2,-31,-1
Nc1nc(NC2CCCCC2)nc(NCCO)c1[N+](=O)[O-],x,24,10,-7,-5,-12,-52,-6
Cc1ccc(/C=C/C(=O)Nc2ncc(C)s2)o1,-96,-36,4,-6,-15,-25,-1,-13
CCC(CC)c1nnc(NC(=O)C2CSC3(C)CCC(=O)N23)s1 (stereo unspecified),-1,-4,4,-2,-7,5,10,0
COC(=O)c1c(NC(=O)CC2NCCNC2=O)sc2c1CCCC2 (stereo unspecified),4,6,-12,-12,-4,7,7,8
Cc1noc(C)c1CSCC(=O)Oc1ccc(N(C)S(=O)(=O)c2ccccc2)cc1,-7,-4,8,-1,-10,6,1,5
COc1ccccc1NS(=O)(=O)c1ccc2oc(SCc3ccc(F)cc3)nc2c1,4,13,11,5,6,1,-9,8
CC(C)CCn1c(=O)c2ccccc2n2c(CN3CCOCC3)nnc12,23,0,5,0,11,2,-5,-2
Cc1nc2sc3c(c2c(=O)o1)CCC3,6,5,1,6,-7,-14,-7,-10
Cc1nn(C)c(C(=O)N/N=C/c2cc3c(cc2Br)OCO3)c1Br,6,7,0,6,4,-14,-9,3
CCC(=O)NC(=S)Nc1ccc(NC(=O)c2ccc(OC)cc2)cc1,-2,2,-6,-8,-2,-27,-2,-12
CCOC(=O)N1CCN(C(=O)c2ccc3c(c2)N(Cc2ccc(F)cc2)CCS3)CC1,16,-2,12,-5,13,15,-3,48*
COc1ccc(S(=O)(=O)CC(=O)Nc2nnc(C(F)(F)F)s2)cc1,-3,7,5,4,-3,-7,3,-1
Cc1ccc(S(=O)(=O)N2[C@@H](c3ccc(C(C)(C)C)cc3)C(C(=O)O)=CC[C@H]2c2ccc(C(C)C)cc2)cc1,-5,-6,1,-1,-5,-6,-10,-37
COc1ccc(-n2c(C)c3c(OC)cccc(=O)c3c2C)cc1,-13,14,16,10,1,-2,-14,-38
O=[N+]([O-])c1cccc(-c2csc(Nc3ccccc3)n2)c1,-36,-129,8,1,18,14,-97,1
Cc1ccc(C(=O)C2=C(O)C(=O)N(c3ncccn3)C2c2ccccc2F)o1 (stereo unspecified),-22,14,17,-2,-1,-25,18,-18
Cc1cc(S(=O)(=O)Nc2nc(CN3CCOCC3)nc3sc4c(c23)CCC4)ccc1F,-19,2,7,-2,6,16,-5,11
COC(C(=O)Nc1ccnn1C1CCN(C(=O)c2ccc(C)cc2)CC1)c1ccccc1 (stereo unspecified),-9,1,5,1,2,4,4,-4
Fc1cccc2sc(N3CCCC3)nc12,-21,-28,12,10,3,1,-24,15
COC(=O)c1ccc(COC(=O)c2ccc(CS(=O)(=O)c3ccc(C)cc3)cc2)cc1,6,-5,-3,6,18,-8,1,-3
CCN(CC(=O)NCc1ccc(Cl)cc1)C(=O)c1sccc1C,7,6,6,-1,-8,2,6,16
O=C(CN1C(=O)NC2NC(=O)NC21)NC1CCCCC1 (stereo unspecified),3,14,-2,-4,0,-11,24,4
# Next section.
SMILES,Gli-Sufu antag,Jurkat NFkB inh,CCR6 antag,CXCR6 inh,EBI2 antag,APJ antag,697 NFkB inh,UBC13 polyUb
COC(=O)c1cccc(N(C(=O)c2cnccn2)C(C(=O)NCc2ccccc2)c2ccco2)c1 (stereo unspecified),1,-5,-1,5,-2,3,-11,4
CN(C)CCCN(C(=O)c1cccc(N2C(=O)CCC2=O)c1)c1nc2cc3c(cc2s1)OCO3,4,-8,12,-4,-6,20,4,-2
CC(OC(=O)c1cccnc1)C(=O)Nc1ccc2c(c1)OCO2 (stereo unspecified),-1,-4,6,-2,-7,9,2,2
O=C(CSc1nnnn1-c1ccc(O)cc1)N1N=C(c2ccc3ccccc3c2)CC1c1ccccc1 (stereo unspecified),x,-2,x,x,x,-6,-20,-10
COc1ccc(-c2nc3ccc(N4CCN(C)CC4)cc3c(=O)[nH]2)cc1,-13,-23,9,-4,1,-36,-23,-2
COCCCNC(=O)Cc1ccccc1OC,13,24,9,-2,4,0,21,9
COc1ccc(-c2c(C)nn3c(-c4ccccc4)cc(C)nc23)cc1,-3,-2,12,-2,-15,24,-37,3
Cc1cccc(NS(=O)(=O)c2ccc(C)c(C(=O)NNC(=O)c3csc(N4CCOCC4)n3)c2)c1,-5,x,-4,-7,2,x,x,x
Cc1nn(Cc2cccc(C(=O)NN)c2)c(C)c1Cl,-2,-18,-2,-17,-10,-23,10,-5
Cc1ccc(C(=O)N/C(=C/c2ccc(F)cc2)C(=O)NCc2ccncc2)cc1,-2,-4,2,-3,5,12,9,-5
O=C1CC(C(=O)N2CCN(c3ccccc3Cl)CC2)CN1Cc1ccccc1 (stereo unspecified),-1,-5,19,3,1,13,21,4
O=C(CCN1C(=O)c2cccc([N+](=O)[O-])c2C1=O)Nc1nccs1,-16,-5,0,15,-3,13,34,-11

# Bioassay records: PubChem BioAssay, Sanford-Burnham Center for Chemical Genomics
